# mABHD4 FP = inhibits mouse alpha/beta hydrolase domain 4 | Q8VD66 | purified mABHD4, FP-Rh probe fluorescence polarization | inhibition, % at 8.92 µM | 370,000 compounds, 0.54% hits | AID 720543;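 active = inhibition exceeding the mean over every tested compound plus 3 SD, cut at about 30% in these data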;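 note: 0% = plate median of compound wells and 100% = S159A mutant with DMSO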
#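 assay system = mABHD4 protein | compound dosing = single nominal dose of 8.92 µM, 0.89% DMSO final | read-out basis = percent inhibition of probe binding, normalized to plate controls | schedule = Enzyme–compound pre-incubation 45 min, then probe 60 min, both 25 °C | detection = fluorescence polarization, excitation 525 nm, emission 598 nm, BODIPY TMR filters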
# NPR2 activator = GC-B (human) receptor activation; activation, % at 10 µM; AID 1920062; 370,000 compounds, 0.11% hits; P20594; HEK293-GC-B cells, CNP EC30, cGMP TR-FRET; 0% at EC30 CNP, 100% saturating CNP;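 active = activation at 10 µM reaching about 35% in either raw or pattern-adjusted values, limit read from the data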
# Target sequence (P20594 whole entry, looked up): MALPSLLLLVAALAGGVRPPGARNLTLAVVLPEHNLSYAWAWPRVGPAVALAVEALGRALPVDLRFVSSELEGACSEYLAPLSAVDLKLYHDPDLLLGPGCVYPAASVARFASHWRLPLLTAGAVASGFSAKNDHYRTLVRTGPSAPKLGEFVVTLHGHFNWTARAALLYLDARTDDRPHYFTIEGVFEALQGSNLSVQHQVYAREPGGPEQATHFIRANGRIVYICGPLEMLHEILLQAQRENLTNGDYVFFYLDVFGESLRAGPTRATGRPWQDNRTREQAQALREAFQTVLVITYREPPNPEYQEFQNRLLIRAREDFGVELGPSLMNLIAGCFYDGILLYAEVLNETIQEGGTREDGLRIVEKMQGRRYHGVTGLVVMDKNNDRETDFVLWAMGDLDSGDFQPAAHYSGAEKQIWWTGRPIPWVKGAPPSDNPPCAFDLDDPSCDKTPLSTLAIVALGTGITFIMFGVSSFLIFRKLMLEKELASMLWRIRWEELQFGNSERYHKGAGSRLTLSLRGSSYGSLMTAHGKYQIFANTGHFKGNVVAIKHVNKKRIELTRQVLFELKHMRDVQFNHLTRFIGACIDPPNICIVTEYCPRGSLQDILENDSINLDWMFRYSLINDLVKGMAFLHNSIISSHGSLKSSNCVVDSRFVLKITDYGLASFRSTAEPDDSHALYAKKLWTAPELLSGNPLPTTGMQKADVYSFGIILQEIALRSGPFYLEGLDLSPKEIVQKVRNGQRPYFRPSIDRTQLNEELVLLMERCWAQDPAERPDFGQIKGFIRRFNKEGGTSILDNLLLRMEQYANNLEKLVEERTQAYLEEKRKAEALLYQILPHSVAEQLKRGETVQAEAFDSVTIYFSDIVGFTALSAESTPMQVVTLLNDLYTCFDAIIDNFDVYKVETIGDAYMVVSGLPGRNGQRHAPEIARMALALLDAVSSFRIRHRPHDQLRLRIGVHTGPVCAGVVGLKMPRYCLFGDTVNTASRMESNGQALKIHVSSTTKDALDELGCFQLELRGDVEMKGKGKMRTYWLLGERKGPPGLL
# PRMT1 inh = blocks human protein arginine methyltransferase 1; Q99873; recombinant PRMT1, activity-based probe fluorescence polarization; inhibition, % at 2.79 µM; 370,000 compounds, 1.3% hits;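 active = inhibition above about 21% made by adding two undisclosed values, limit read from the data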
# MBD2 inh = inhibitors of human MBD2 binding to methylated oligonucleotide; AID 686964; Q9UBB5; inhibition, % at 4.4 µM; 370,000 compounds, 0.31% hits; TR-FRET; in the data active = inhibition above about 13%
# rCAG binder = r(CAG) repeat RNA binding; TO-PRO-1 dye displacement fluorescence; 370,000 compounds, 1.3% hits; AID 651821; inhibition, % at 3 µM;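 active = inhibition above the plate cutoff, the mean of all test compounds on that plate plus 3 SD, cut at about 35% in these data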;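 note: 0% = DMSO alone and 100% = 100 µM mitoxantrone as full dye displacement; higher means more dye released from RNA so lower well fluorescence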
# UHRF1 MBD2 ctr = UHRF1 methyl-DNA binding inhibition; UHRF1 binding to methylated oligo, TR-FRET; 370,000 compounds, 0.75% hits; AID 687016; Q96T88; inhibition, % at 4.4 µM; in the data active = inhibition above about 21%;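 note: UHRF1 SRA domain binding a hemimethylated CpG hairpin DNA probe; 0% = median of test compound wells and 100% = reference inhibitor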
# NPR1 activator = GC-A (human) enzyme activation. 370,000 compounds, 0.14% hits. activation, % at 10 µM. P16066. HEK293 GC-A cells, cGMP TR-FRET, EC30 ANP; 0% at EC30 ANP, 100% saturating ANP; in the data active = activation above about 40%
# HTRA1 inh = HTRA1 (human) protease inhibition; Q92743; recombinant HTRA1, FP-rhodamine activity-based probe, fluorescence polarization; inhibition, % at 5.96 µM; 340,000 compounds, 0.5% hits; AID 504803; in the data active = inhibition above about 36%;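 note: 0% = enzyme with DMSO and 100% = wells lacking enzyme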
# TCR CD3 inh = blocks the human TCR-CD3 interaction | TAMRA-labeled TCR probe fluorescence, biochemical | inhibition, % at 9.4 µM | 360,000 compounds, 0.37% hits; in the data active = inhibition above about 19%;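 note: recombinant mutant TCR 2C K166C tagged with TAMRA read by polarization; 0% = receptor in buffer alone and 100% = receptor with positive control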
# SIAE inh = human SIAE inhibition, primary screen | SIAE FP-Rh probe binding, fluorescence polarization | Q9HAT2 | 370,000 compounds, 0.69% hits | inhibition, % at 9.66 µM | AID 1053197;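 active = inhibition above a cutoff: mean of compounds within the control limits plus 3 SD of those, cut at about 17% in these data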;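 note: 0% = plate median of compound wells and 100% = probe without SIAE protein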
# Active calls of the source: *; . = no result given; & = joins results of further samples.
no.	SMILES	PRMT1 inh	SIAE inh	NPR2 activator	MBD2 inh	mABHD4 FP	rCAG binder	NPR1 activator	UHRF1 MBD2 ctr	HTRA1 inh	TCR CD3 inh
1	O=C(Nc1nccs1)c1ccc(CSc2ccccc2)o1	-2	-10	2	0	-6	-1	7	0	-18	19
2	O=C1c2ccccc2C(=O)N1CCN1CCOCC1	-3	4	7	-7	0	4	-1	4	7	-6
3	COc1ccc(N2CCN(C(=O)CCC(=O)N3CCOc4ccc(C)cc43)CC2)cc1	-1	3	1	7	6	-1	-2	2	4	0
4	Cc1ccccc1CNC(=O)Nc1cccs1	4	5	-3	2	6	2	0	1	0	4
5	COC(=O)CN1CCN(C(=O)c2csc(-c3ccccc3)n2)CC1	1	-4	-1	0	-1	3	4	0	.	.
6	CC1CN(CC(O)COC(c2ccccc2)c2ccccc2)CC(C)O1 (stereo unspecified)	-1	5	-1	-6	4	-11	0	2	-6	-1
7	Cc1cccc(OCC(=O)NCCCNC(=O)c2ccncc2)c1	1	-2	1	3	0	-3	0	0	4	-3
8	CC(=O)Nc1ccc(OC[C@@H](O)CN2CCC(C(O)(c3ccccc3)c3ccccc3)CC2)cc1	-3	-6	-7	1	-4	-1	-10	1	.	.
9	O=C(COc1ccc(S(=O)(=O)N2CCOCC2)cc1)Nc1cccc([N+](=O)[O-])c1	-1	3	-3	1	8	3	-2	1	0	-4
10	COc1cc(OC)c(NC(=O)CS(=O)(=O)Cc2nc(-c3ccc(C)cc3)oc2C)cc1Cl	4	1	2	4	3	5	-1	2	-1	-5
11	O=C(CC(NCCc1ccccc1)C(=O)O)Nc1ccc(O)cc1 (stereo unspecified)	4	-6	6	5	-3	-2	-2	-1	.	-8
12	O=c1c2ccccc2ncn1-c1ccc(Cl)cc1	1&-3	-2&-9	-1&-2	7&5	4&-7	-6&1	2&4	0&0	5	-1&3
13	O=C1NCC(Nc2ccc(Cl)cc2)C(=O)N1 (stereo unspecified)	1	2	-1	3	-1	1	-2	-1	2	4
14	Cc1ccc(NC(=O)COC(=O)CN2CCSC2=O)cc1Cl	6	-2	5	0	6	2	5	4	4	-5
15	COc1ccc(OCCN(C)Cc2ccccc2)cc1	0	-3	0	-1	-7	-1	-2	2	6	-5

# Records 1–15, reprinted for reference:
no.	SMILES	PRMT1 inh	SIAE inh	NPR2 activator	MBD2 inh	mABHD4 FP	rCAG binder	NPR1 activator	UHRF1 MBD2 ctr	HTRA1 inh	TCR CD3 inh
1	O=C(Nc1nccs1)c1ccc(CSc2ccccc2)o1	-2	-10	2	0	-6	-1	7	0	-18	19
2	O=C1c2ccccc2C(=O)N1CCN1CCOCC1	-3	4	7	-7	0	4	-1	4	7	-6
3	COc1ccc(N2CCN(C(=O)CCC(=O)N3CCOc4ccc(C)cc43)CC2)cc1	-1	3	1	7	6	-1	-2	2	4	0
4	Cc1ccccc1CNC(=O)Nc1cccs1	4	5	-3	2	6	2	0	1	0	4
5	COC(=O)CN1CCN(C(=O)c2csc(-c3ccccc3)n2)CC1	1	-4	-1	0	-1	3	4	0	.	.
6	CC1CN(CC(O)COC(c2ccccc2)c2ccccc2)CC(C)O1 (stereo unspecified)	-1	5	-1	-6	4	-11	0	2	-6	-1
7	Cc1cccc(OCC(=O)NCCCNC(=O)c2ccncc2)c1	1	-2	1	3	0	-3	0	0	4	-3
8	CC(=O)Nc1ccc(OC[C@@H](O)CN2CCC(C(O)(c3ccccc3)c3ccccc3)CC2)cc1	-3	-6	-7	1	-4	-1	-10	1	.	.
9	O=C(COc1ccc(S(=O)(=O)N2CCOCC2)cc1)Nc1cccc([N+](=O)[O-])c1	-1	3	-3	1	8	3	-2	1	0	-4
10	COc1cc(OC)c(NC(=O)CS(=O)(=O)Cc2nc(-c3ccc(C)cc3)oc2C)cc1Cl	4	1	2	4	3	5	-1	2	-1	-5
11	O=C(CC(NCCc1ccccc1)C(=O)O)Nc1ccc(O)cc1 (stereo unspecified)	4	-6	6	5	-3	-2	-2	-1	.	-8
12	O=c1c2ccccc2ncn1-c1ccc(Cl)cc1	1&-3	-2&-9	-1&-2	7&5	4&-7	-6&1	2&4	0&0	5	-1&3
13	O=C1NCC(Nc2ccc(Cl)cc2)C(=O)N1 (stereo unspecified)	1	2	-1	3	-1	1	-2	-1	2	4
14	Cc1ccc(NC(=O)COC(=O)CN2CCSC2=O)cc1Cl	6	-2	5	0	6	2	5	4	4	-5
15	COc1ccc(OCCN(C)Cc2ccccc2)cc1	0	-3	0	-1	-7	-1	-2	2	6	-5

# Further structures:
no.	SMILES	PRMT1 inh	SIAE inh	NPR2 activator	MBD2 inh	mABHD4 FP	rCAG binder	NPR1 activator	UHRF1 MBD2 ctr	HTRA1 inh	TCR CD3 inh
16	O=C(O)Cc1ccc(N=Nc2c(O)c(C(=O)O)cc3ccccc23)cc1	19	7	-4	-15	22	87*	-13	-3	45*	10
17	Cc1cccc(NC(=S)N(CCN(C)C)Cc2cc3cccc(C)c3[nH]c2=O)c1	-3	-2	-7	-3	-3	-10	-7	1	-8	8
18	CC(C)NC(=O)CN(Cc1ccc(F)cc1)C(=O)CCC(=O)Nc1ccccn1	0	-6	1	6	9	-4	-2	1	4	1
19	O=S1(=O)N=C(N/N=C/C=C/c2ccccc2)c2ccccc21	2	4	5	2	3	12	1	-3	33	5
20	COc1cc(NC(=S)Nc2ccccn2)cc(OC)c1OC	-2	-2	3	-2	-7	-4	-1	-1	2	5
21	COc1ccc2c(c1)[C@H]1[C@H](CO2)[C@H](c2ccccc2)[C@]2(C)C(=O)Nc3cc(OC)c(OC)cc3C(=O)N12	0	-7	-6	-2	-21	9	-6	-5	-18	1
22	C[C@H](CO)N1C[C@H](C)[C@@H](CN(C)C(=O)Nc2cccc(C(F)(F)F)c2)OCc2cn(nn2)CCCC1=O	2	-2	1	-3	0	0	2	2	.	-3
23	CC1CCN(c2ccc3nnc(CCC(=O)Nc4ccc(F)c(F)c4)n3n2)CC1	-4	-3	-6	-2	-10	0	-8	3	-7	1
24	CCN(Cc1cc(=O)[nH]c2ccccc12)C(=O)C(C)C	-4	2	5	-1	-2	-1	3	0	3	2
25	CCN(CC)S(=O)(=O)c1ccc(C(=O)NC(=S)N2CCCCC2C)cc1 (stereo unspecified)	13	1	5	2	-3	6	1	0	1	-2
26	CCOc1ccccc1N(CC(=O)NC(C)(C)C)C(=O)CCC(=O)Nc1nccs1	3	0	-5	4	-5	-10	-11	5	0	-2
27	O=C(Nc1nnc(Cc2ccc(Cl)cc2)s1)C1CCCO1 (stereo unspecified)	1	-7	-1	-2	3	-3	4	1	-6	-4
28	COc1ccc(NC(=O)CCNS(=O)(=O)c2ccc(C)c(C)c2)cc1OC	-1	-2	4	3	-2	4	0	-1	2	3
29	CC1CC(C)(C)NC(C)c2ccccc21 (stereo unspecified)	2	4	4	0	-1	-1	-1	3	8	-7
30	O=C(Nc1nccc(-c2cccs2)n1)c1cccs1	-3	5	2	-8	-5	0	3	-2	-6	-4
31	COc1ccc(-c2cc(C(=O)O)sc2C)cc1	4	-2	-3	2	6	4	-1	5	4	-12
32	CNC(=O)N(O)C1N(/N=C/c2ccc(SC)cc2)C(=S)SC1(C)C (stereo unspecified)	-1	1	6	1	-1	-1	3	4	3	-8
33	COC(=O)[C@]12C[C@H](CC(=O)N3CCCC3)C(=O)N(Cc3ccc4c(c3)OCO4)C1=C[C@H](C(C)C)O[C@@H]2C1CC1	-5	2	-8	-6	0	-2	-9	-4	.	.
34	COc1ccc(-c2csc3nc(C)n(-n4cccc4)c(=O)c23)cc1OC	-1	-4	1	7	-6	-4	1	-1	3	6
35	O=C(Nc1ccon1)c1cnc2sccn2c1=O	3	10	0	2	0	-2	4	0	2	2
36	COc1ccc2c(c1)CCCC21NC(=O)N(CC(=O)c2cc(F)ccc2F)C1=O (stereo unspecified)	1	3	-4	-2	-4	6	-1	-1	-3	-3
37	C/C(=N\NC(=O)C1CCCC1)c1ccc(Cl)cc1	5	11	0	5	4	-5	1	-2	5	0
38	Cn1c(Cc2nc3ccccc3n2C)nc2ccccc21	-5	-4	3	-1	0	-3	0	-3	4	2
39	O=C(CSCc1ccc(Cl)cc1)NN=C1CCCCCC1	2	3	0	-1	-2	2	0	1	-17	5
40	O=C(NC(=S)Nc1ccc(S(=O)(=O)Nc2nccs2)cc1)C1CC1	0	2	-3	-7	-3	11	5	-1	7	-5
41	CCCCC(=O)Nc1ccc(C(=O)N2CCC(C(=O)OCC)CC2)cc1	-1	0	-5	-5	-7	-3	-4	0	0	7
42	Cc1c(Cl)cccc1NC(=S)N(Cc1cccnc1)Cc1ccccc1Cl	-1	-12	-3	0	-6	3	-6	0	-12	3
43	CC(C)(C)NC(=O)/C(=C\c1ccccc1F)NC(=O)c1ccc([N+](=O)[O-])cc1	-1	7	-4	-6	1	4	-3	-2	7	4
44	NC(=O)CC(NC(=O)Cc1ccc(Br)cc1)c1ccc(N2CCN(c3ccccc3)CC2)c([N+](=O)[O-])c1 (stereo unspecified)	1	-2	0	-6	8	9	-5	2	1	-8
45	Cc1[nH]nc(C(F)(F)F)c1CCC(=O)NC1CCCCCC1	-2	14	2	-3	1	1	4	-1	-3	-2
46	CCOC(=O)C1(C)C=C(Nc2ccc(OCC)cc2)C(=O)N1c1ccccc1 (stereo unspecified)	2	3	7	1	-5	-2	4	3	2	-10
47	COCCNC(=S)N(C)[C@H]1C[C@H]2c3[nH]c4c(-c5ccccc5)cccc4c3CCN2C[C@H]1[C@H](C)O	2	-4	0	-4	9	7	8	-5	.	5
48	O=C(CN(c1ccccn1)S(=O)(=O)c1ccc(F)cc1)Nc1ccc(F)cc1F	2	-5	5	1	3	-2	3	1	3	3
49	COc1ccc(-c2nsc(SCC(=O)Nc3cc(C)on3)n2)cc1	-4	7	-6	-1	-3	1	2	-2	-2	2
50	CC(NC(=O)Nc1ccc(Br)cc1)C(C)(C)C (stereo unspecified)	0	1	-1	-2	0	1	-4	1	-9	0
51	C/C(=N\NC(=O)OC(C)(C)C)c1ccccc1Br	-6	1	-5	-4	-10	-2	-4	-3	6	1
52	CCn1c(=O)cc(OCC(=O)NCc2cccs2)c2ccccc21	3	1	3	-1	3	-3	4	4	1	-10
53	CCOC(=O)c1c(S(=O)(=O)N(C)C2CCCCC2)c(C)n(C)c1C	-6	-4	5	-7	-8	-1	2	-2	-1	7
54	COc1ccc(C(C(=O)NC(C)(C)C)N(C(=O)Cn2nnc3ccccc32)c2cccc(C(C)=O)c2)cc1O (stereo unspecified)	1	6	-5	-4	7	-2	1	4	1	-1
55	O=c1c2ccccc2cnn1Cc1n[nH]c(=S)n1-c1ccc(F)cc1	7	2	0	1	3	-1	-3	2	-1	-9

# Some of the compounds tested, so the mix of outcomes need not match the whole.
